# G9a block: inhibitors of human histone lysine methyltransferase G9a; Potency, µM (top dose mostly 102 µM), for inactives: at the highest dose activity, negative = inhibition, actives largely listed as inhibitors; AID 504332; hit rate 8.8% among 350,000; G9a H3K9 monomethylation, AlphaScreen, 2 h; Q96KQ7; also: potency is read from the fitted curve at half-maximal effect; % is scaled to controls: 0 for no effect and ±100 for the full control effect; nearly all actives have a fitted effect of over 75% in size
# Target sequence (Q96KQ7 913-1193 limits assumed): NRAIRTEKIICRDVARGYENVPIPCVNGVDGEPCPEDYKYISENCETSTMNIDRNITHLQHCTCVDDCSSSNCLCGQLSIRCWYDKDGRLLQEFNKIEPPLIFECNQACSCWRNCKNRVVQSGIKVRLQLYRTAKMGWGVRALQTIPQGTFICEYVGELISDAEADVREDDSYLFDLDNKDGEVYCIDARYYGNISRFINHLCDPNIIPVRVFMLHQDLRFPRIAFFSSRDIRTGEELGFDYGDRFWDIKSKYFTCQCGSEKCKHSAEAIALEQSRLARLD
#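 Methyltransferase reactions run at room temperature for 2 h (20 nM enzyme, 500 nM biotin-H3K9 peptide, 20 uM SAM) after a 15 min compound preincubation; product detected by AlphaScreen beads and anti-H3K9me1 antibody.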
# GLS inhibitor: blocks human kidney-isoform glutaminase activity; GLS enzymatic activity, qHTS titration; Potency, µM (top dose mostly 45.5 µM), for the others: top-dose activity change, negative = inhibition, hits mostly inhibitors; hit rate 0.21% among 410,000; also: potency is read from the fitted curve at half-maximal effect; % is scaled to controls: 0 for no effect and ±100 for the full control effect
#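 Assay buffer: 45 mM KH2PO4 pH 8.2, 0.02% Tween-20. hKGA acts on L-glutamine (1 mM solution added); product glutamate is reported by an oxidase/peroxidase Amplex Red coupling, with fluorescence taken at baseline and 30 min.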
# JMJD2A Tudor inh: blocks the human JMJD2A Tudor domain | O75164 | AlphaScreen JMJD2A-Tudor / H3K4me3 peptide binding | Potency, µM (top dose mostly 114 µM), without a hit: top-dose activity change, negative = inhibition, actives largely listed as inhibitors | hit rate 4.4% among 390,000; also: potency is read from the fitted curve at half-maximal effect; % is scaled to controls: 0 for no effect and ±100 for the full control effect; nearly all actives have a fitted effect of over 50% in size
# Pin1 inh: blocks the human prolyl isomerase Pin1 | Potency, µM (doses to about 115 µM), for inactives: at the top dose activity, negative = inhibition, most hits filed as inhibitors | Pin1 FP peptide displacement, HiFluor488, 10 min | hit rate 0.009% among 390,000 | Q13526; active = well fitted inhibition curve with a large enough effect in the polarisation, with a control signal flat, not every such curve was filed as active; inconclusive = small, poorly fitted or top-dose-only effect, or effect the other way, or a change in a side signal; inactive = no such curve, though single readings can be large or run the other way; the % refers to the polarisation; also: potency is read from the fitted curve at half-maximal effect; % is scaled to controls: 0 for no effect and ±100 for the full control effect
# Target sequence (Q13526 whole entry, looked up): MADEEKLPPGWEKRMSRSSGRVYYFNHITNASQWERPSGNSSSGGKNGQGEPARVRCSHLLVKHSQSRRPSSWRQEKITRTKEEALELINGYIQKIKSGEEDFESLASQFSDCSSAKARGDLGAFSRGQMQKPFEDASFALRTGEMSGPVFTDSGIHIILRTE
# PGK inhibitor: inhibitors of T. brucei phosphoglycerate kinase; hit rate 0.043% among 380,000; Potency, µM (top dose mostly 57.5 µM), inactives show top-dose activity change, negative = inhibition, most hits filed as inhibitors; PGK/GAPDH coupled, Kinase-Glo luminescence, 60 min; P07378; also: potency is read from the fitted curve at half-maximal effect; % is scaled to controls: 0 for no effect and ±100 for the full control effect; nearly all actives have a fitted effect of over 60% in size
#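 Luminescent ATP detection (Kinase-Glo Plus) follows a 60-minute room-temperature incubation, with wells lacking PGK as controls. Buffer: 100 mM TEA (pH 7.6), 5 mM MgCl2, 0.01% Tween-20. Coupling enzyme GAPDH (100 nM final) supplies unstable 1,3-BPG in-well.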
# HP1b chromo inh: inhibitors of HP1-beta chromodomain binding to methylated histone tails; AlphaScreen HP1-beta / biotin-H3K9me3 peptide binding; Potency, µM (highest dose often 114 µM), for inactives: top-dose activity change, negative = inhibition, usual class: inhibitors; hit rate 0.56% among 390,000; also: potency is read from the fitted curve at half-maximal effect; nearly all actives have a fitted effect of over 70% in size; inactives centre near 23
#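 HP1-beta protein (50 nM final) preincubated 30 min at room temperature with biotinylated H3(1-18)K9me3 peptide (50 nM) in PBS pH 7.4, 0.01% Tween-20, then compound added for 30 min. AlphaScreen streptavidin donor/nickel chelate acceptor beads (10 ug/mL final), 30 min dark, luminescence read.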
# PI4K2A block: PI4K2A (human) kinase inhibition; purified PI4K2A, ADP-Glo luminescence, 1 h; hits give low values; activity change, negative = inhibition, % at 76.9 µM; hit rate 0.13% among 420,000; AID 1346378; in the data active = activity change below about -50%; inconclusive = mostly about -30% to -49%;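 also: -100% = wells without enzyme as full effect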
#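 PI4K2A activity was measured by ADP-Glo luminescence: enzyme (4 ug/mL stock) and phosphatidylinositol (1.2 mM stock) in Tris pH 7.5/MgCl2/EGTA/Triton X-100 buffer were reacted with ATP (300 microM stock) for one hour at ambient temperature.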
# ERG Ets-DNA blk: inhibitors of human ERG Ets domain-DNA interaction; fluorescence polarization, His-ERG Ets domain / labelled DNA; Potency, µM (highest dose often 76.9 µM), without a hit: top-dose FP activity, negative = inhibition, usual class: inhibitors; hit rate 0.028% among 370,000; active = well fitted inhibition curve with a large enough effect in the polarisation, with a control signal flat; inconclusive = small, poorly fitted or top-dose-only effect, or effect the other way, or a change in a side signal; inactive = no such curve, though single readings can be large or run the other way; the % refers to the polarisation;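 also: polarization taken with two DNA probes labelled with fluorescein and Texas red; potency is read from the fitted curve at half-maximal effect; % of control where 0% means no effect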
# Target sequence (P11308 whole entry, looked up, the tested form may be a part): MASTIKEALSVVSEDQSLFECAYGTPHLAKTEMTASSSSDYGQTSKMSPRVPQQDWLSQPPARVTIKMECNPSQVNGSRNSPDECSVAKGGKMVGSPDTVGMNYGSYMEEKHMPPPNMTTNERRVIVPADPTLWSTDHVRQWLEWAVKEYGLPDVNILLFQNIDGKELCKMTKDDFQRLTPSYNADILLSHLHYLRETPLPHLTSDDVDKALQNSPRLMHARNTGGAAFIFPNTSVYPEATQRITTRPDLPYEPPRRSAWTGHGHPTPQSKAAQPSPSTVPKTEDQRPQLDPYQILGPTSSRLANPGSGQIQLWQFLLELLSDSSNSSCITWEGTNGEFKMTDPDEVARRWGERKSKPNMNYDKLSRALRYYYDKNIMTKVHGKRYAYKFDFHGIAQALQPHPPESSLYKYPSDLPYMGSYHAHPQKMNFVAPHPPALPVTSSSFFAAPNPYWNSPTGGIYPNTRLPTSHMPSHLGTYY
#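 His-tagged ERG Ets domain (1 uM in the protein solution; 300mM KCl, 50mM Tris-HCl, 1mM EDTA, 1mM DTT, pH 7.5) received compound, then a probe mix of 5 nM fluorescein-DNA and 100nM Texas-615-DNA. Fluorescence polarization was read for both dyes.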
# BAZ2B block: blocks human BAZ2B; AID 504333; Potency, µM (top dose mostly 114 µM), inactives show top-dose activity change, negative = inhibition, hits mostly inhibitors; AlphaScreen BAZ2B-H3K14Ac peptide displacement; Q9UIF8; hit rate 4.4% among 360,000; also: potency is read from the fitted curve at half-maximal effect; % is scaled to controls: 0 for no effect and ±100 for the full control effect; nearly all actives have a fitted effect of over 60% in size
#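 Complex of BAZ2B and biotin-H3K14Ac (50 nM apiece) forms over 30 min at RT, then faces library compounds up to 110 uM for another 30 min; AlphaScreen beads added, 20 min dark incubation, luminescence read.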
# Active calls of the source: *; i = inactive; ? = inconclusive; · = no result given; & = joins results of further samples; [ ] = dose if it differs, or a comment. Unless noted, calls follow the shape of the dose curve; as a rule, active = well fitted curve in the direction sought with a large enough effect; inconclusive = small, poorly fitted or top-dose-only effect, or another doubt; inactive = no such curve, though single readings can be large; an effect the other way counts as inactive or inconclusive.
SMILES,G9a block,GLS inhibitor,JMJD2A Tudor inh,Pin1 inh,PGK inhibitor,HP1b chromo inh,PI4K2A block,ERG Ets-DNA blk,BAZ2B block
COc1ccc(C2C(C(=O)N3CC(C)CC(C)C3)c3ccccc3C(=O)N2C)cc1 (stereo unspecified),?,-2.9%,-12.5%,-0.1%,-1.7%,10.4%,6.5,-7.3%,-0.3%
CCOc1cccc(/C=N/NC(=S)Nc2cc(S(=O)(=O)N3CCOCC3)ccc2N2CCOCC2)c1O,9.8%[59 µM],75.4%[activator],?,57.1%[activator],-4.5%,8.3%,3.2,-0.6%,?
COc1ccccc1C(=O)N/C(=C\c1ccc2c(c1)OCO2)C(=O)NCCc1nc2ccccc2[nH]1,17.6%[59 µM],0.9%,-22.3%,-5.5%,i,12.5%,0.9,-6.7%,-4.3%
O=C(NC(=S)N1CCOCC1)c1cn(-c2ccccc2)nc1-c1ccc(F)cc1,12.2%[59 µM],3.2%,-6.0%,-3.2%,i,35.5%,-3.1,2.8%[15.4 µM],7.8%
NC(=O)NC1NC(=O)NC1=O (stereo unspecified),-13.1%[2.33 µM],9.3%,3.4%&-33.3%,-5.6%&-5.1%,-10.6%,38.6%&0.3%,2.5&-1.3,-0.2%,1.6%
O=C(COc1ccccc1C(=O)c1cnn(-c2ccccc2)c1)Nc1ccccc1,44.7µM*,1.1%,-19.5%&-22.4%,?,-7.2%,13.0%&12.5%,5.1,-7.7%,-1.2%
COc1ccc(Cl)cc1NC(=O)c1cc2ccc3ccc(C)[nH]c3c2n1,?,-11.6%,-18.8%,-2.2%,-5.3%,1.8%,7.7,-1.6%,4.5%[57.1 µM]
CCOC(=O)[C@@H]1[C@H]2COc3ccc(Br)cc3[C@@H]2N2C(=O)N(c3ccc(Cl)cc3)C(=O)[C@]12C,·,-4.3%,-24.3%,7.9%,0.1%,16.2%,-0.1,-1.0%,·
COc1ccc(CN(C)C(=O)c2oc3ccccc3c2CSC)cc1F,-0.5%,-7.7%,0.0%,2.7%,i,26.9%,0.6,2.6%,-3.3%
Cc1ccc(OCC(=O)Nc2cccc(S(=O)(=O)N3CCCCCC3)c2)c([N+](=O)[O-])n1,-31.9%,-1.0%,-24.3%,-1.3%,-9.8%,4.9%[57 µM],4.6,-6.3%,·
Cc1ccc(-c2nn(-c3ccc(F)cc3)c3c2cnc2cc(F)c(F)cc23)cc1,-3.7%[59 µM],1.2%,-18.3%,1.1%,-3.2%,6.3%,0.5,3.4%,·
COc1ccc(NS(=O)(=O)N2CCOCC2)cc1,·,7.4%,-0.8%,-8.4%,-2.1%,26.9%,8.7,1.9%,3.5%
CCc1oc(C(=O)OC)cc1CSC(=N)N,50.1µM*,4.7%,-15.1%,8.6%,3.5%,12.0%,1.6,3.4%,-6.0%
O=c1c(OC2OC(CO)C(O)C(O)C2OC2OC(CO)C(O)C(O)C2OC2OC(CO)C(O)C(O)C2O)c(-c2ccc(O)c(O)c2)oc2cc(O)cc(O)c12 (stereo unspecified),?,40.6%[activator],31.6µM*,-14.7%,-20.7%,-8.9%,2.7,2.8%,?
CCn1c(SCC(=O)N/N=C/C=C\c2ccccc2[N+](=O)[O-])nc2ccccc21,-39.2%[59 µM],1.1%,-20.7%,3.3%,-1.1%,15.6%,-6.5,-3.1%,-8.9%
CCOc1ccc2c(c1)C(C)=CC(C)(C)N2S(=O)(=O)c1ccc(F)cc1,-11.1%,-1.6%,10.0%,4.2%,-5.7%,51.7%[activator],0.6,10.3%,-2.3%
O=C(O)Cn1nc2c3c(cccc3c1=O)-c1ccccc1-2,-38.4%,4.0%,-12.0%,2.5%,5.6%,21.6%,1.2,3.1%,-4.2%
CCC(C)NC(=O)c1cn(CC)c2ccc(S(=O)(=O)N(C)C)cc2c1=O (stereo unspecified),4.7%[59 µM],-6.6%,-12.0%,-12.2%,-1.1%,66.5%[activator],-6.5,6.3%,-3.3%
Cc1ccccc1-c1nn[nH]n1,-10.1%,-1.3%,-23.0%,0.4%,-5.8%,26.4%,-0.6,-5.2%,2.0%
C/C(=N\NC(=O)c1cccc(Cl)c1)C1C(=O)c2ccccc2C1=O,?,12.3%,?,-10.5%,2.4%,?,-3.6,-6.9%,?
O=C(COc1cc2oc(=O)cc(-c3ccccc3)c2cc1Cl)NCc1ccccn1,15.0%,4.3%,-16.0%,9.1%,4.4%,27.8%,2.9,-4.8%,-16.8%[57.1 µM]
CCn1c(N2CCN(C(=O)C34CC5CC(CC(C5)C3)C4)CC2)nc2ccccc21,-5.2%[59 µM],1.3%,-26.0%[57.1 µM],0.8%,-0.3%,-19.8%,-4.8,-2.1%,1.0%
Cc1ccc(CNC(=O)CNS(=O)(=O)c2cccc3nsnc23)cc1,-24.1%,0.1%,3.0%,-1.1%,-3.1%,20.9%,-7.7,-3.5%,-8.8%
Cc1ccccc1C(=O)Nc1nnc(S(=O)(=O)N2CCCc3ccccc32)s1,-5.9%[59 µM],2.0%,-19.4%,-2.2%,-8.9%,45.3%[activator],-1.6,-3.1%,-21.8%
O=C(NCCCN1CCCCC1)c1[nH]c2ccccc2c1Sc1ccc(Cl)cc1,-9.4%[59 µM],3.5%,-22.2%,-5.9%,-8.6%,25.9%,-2.4,-2.2%,1.7%
SMILES,G9a block,GLS inhibitor,JMJD2A Tudor inh,Pin1 inh,PGK inhibitor,HP1b chromo inh,PI4K2A block,ERG Ets-DNA blk,BAZ2B block
COc1ccc(S(=O)(=O)N2CCCC2)cc1C(C)C,39.3%[activator],0.8%,-4.8%,-0.6%,-3.6%,8.2%,0.9,-8.6%,2.1%
O=C(c1cccnc1)c1ncc(C(F)(F)F)cc1Cl,16.6%,-10.2%,0.0%,-3.3%,-8.8%,42.9%[activator],-0.1,-12.5%,-3.7%
CC1CCN(S(=O)(=O)c2ccc3c(c2)n(C)c(=O)n3C)CC1,·,10.3%,-18.6%,-12.1%,-2.8%,34.3%,-4.4,4.5%,?
COc1cccc(Nc2c([N+](=O)[O-])cncc2[N+](=O)[O-])c1,·,0.5%,?,-3.9%,-1.7%,-3.1%,-7.5,-14.6%,-12.3%
Nc1c(C(=O)CSc2ccccn2)c(=O)[nH]c(=O)n1C1CC1,-50.6%[12.7 µM],0.3%,4.4%,2.2%,-6.9%,44.0%[activator],-1.3,-2.8%,6.6%
S=C1NCCOCCOCCOCCOCCN1,?,-0.8%,-1.9%,-18.0%,-4.4%,28.7%,2.9,1.9%,0.5%
Cc1ccc(C(=O)Nc2c[nH]c(=O)[nH]c2=O)cc1,·,6.2%,3.2%,9.2%,5.5%,58.4%[activator],0.2,-3.7%,5.8%
O=C(OCCc1cc2ccccc2c(=O)o1)c1cccc(Br)c1,2.0%[0.501 µM],-10.6%,69.0%[activator],5.3%,13.7%,158.3%[activator],-1.1,-1.3%,142.4%[activator]
Nc1ccc(Br)cc1C(=O)O,?,11.7%,-4.1%,2.4%,-0.3%,27.2%,-1.1,-0.8%,6.1%
COC(=O)c1ccccc1NC(=O)Cn1c(=O)n(CCCC(=O)NCc2ccccc2Cl)c(=O)c2ccccc21,-1.3%[59 µM],-1.5%,1.4%,5.4%,-6.0%,28.6%,2.4,3.8%,-1.6%
COC(=O)c1cc(NC(=O)CSc2nnc(N)s2)ccc1Cl,5.8%[59 µM],-0.9%,-12.6%,0.0%,-6.1%,51.5%[activator],0.2,-4.1%,1.5%
NC(=O)C1CC(=O)N(c2ccc(OCC(=O)N3CCCC3)cc2)C1 (stereo unspecified),·,0.3%,-7.4%,?,1.5%,19.4%[57 µM],-2.3,-6.3%,·
CCOC(=O)c1cnc(SCC(=O)Nc2ccc3c(c2)OCCO3)nc1N,8.7%[2.33 µM],-1.6%,-20.8%,3.2%,-1.3%,15.6%,-6.2,-10.9%,-3.1%
CCn1c(SCC(=O)Nc2ccc3c(c2)OCCO3)nnc1C(C)C,-11.6%,-3.9%,-10.4%[57.1 µM],-1.4%,2.1%,-4.9%,3.4,0.6%,6.3%
CCOc1ccc(NC(=O)CCNS(=O)(=O)c2ccc3c(c2)CCC(=O)N3)cc1,14.8%,0.3%,-11.2%,1.3%,i,4.7%,-1.6,-4.2%,-5.0%
O=C(COc1ccc2c3c(c(=O)oc2c1)CCC3)N[C@@H](CSCc1ccccc1)C(=O)O,18.5%[12.7 µM],7.4%,-9.5%,1.9%,6.7%,27.1%,-2.3,-4.0%,-1.2%
CCOc1ccc(C(=O)NCC(=O)NCCSc2ccc(Br)cc2)cc1OCC,·,5.6%,-6.0%,20.7%,-7.0%,-8.3%,-6.3,-15.1%,·
COc1ccc(CN2CCN(Cc3ccc(C(F)(F)F)cc3)CC2)c(OC)c1,39.8µM*,-4.7%,5.62µM*,-1.6%,·,?,-2.6,-13.1%,25.1µM*
COc1ccc(NC(=O)c2cc(Br)c(Br)s2)cn1,-26.2%,-7.3%,-7.1%,?,i,27.0%,-1.4,-6.4%,-16.1%

# BAZ2B block: hit marks shown above
SMILES,G9a block,GLS inhibitor,JMJD2A Tudor inh,Pin1 inh,PGK inhibitor,HP1b chromo inh,PI4K2A block,ERG Ets-DNA blk,BAZ2B block
COc1ccc(CN2CCN(Cc3ccc(C(F)(F)F)cc3)CC2)c(OC)c1,39.8µM*,-4.7%,5.62µM*,-1.6%,·,?,-2.6,-13.1%,25.1µM*
